All columns: NCI-60 one-dose screen, growth in % after 48 h at 10 µM unless noted; 100 = growth as untreated, 0 = no growth, -100 = all killed.
SK-MEL-5 = SK-MEL-5 melanoma; 80,000 tested, 6.4% active
A549/ATCC = A549/ATCC NSCLC; 81,000 tested, 3.7% active; AID 1794740
UACC-257 = UACC-257 melanoma; AID 1794764; 78,000 tested, 4.4% active
UACC-62 = UACC-62 melanoma; 81,000 tested, 5.4% active; AID 1794756
SK-MEL-2 = SK-MEL-2 melanoma; 77,000 tested, 4.7% active
MDA-MB-435 = MDA-MB-435 melanoma. 82,000 tested, 7.8% active
SK-MEL-28 = SK-MEL-28 melanoma; 81,000 tested, 4.1% active; AID 1794761
M14 = M14 melanoma; 80,000 tested, 6.2% active; AID 1794745
* hit, by the source's call; x = no result given; & = joins results of further samples; ! = repeats disagree. How the source made its calls: active means growth percent below 10; inactive means the rest.

smiles	UACC-257	SK-MEL-5	SK-MEL-2	SK-MEL-28	UACC-62	MDA-MB-435	A549/ATCC	M14
O=C(Nc1cccc(-n2cc(-c3ccncc3)c(-c3ccc(Cl)c(O)c3)n2)c1)Nc1ccc(Cl)c(C(F)(F)F)c1	-54*	-100*	-60*	-32*	-55*	-31*	-21*	-26*
CSS[C@@H]1O[C@]23OC[C@H](O)[C@H]2OC(=O)[C@]3(O)[C@H]1C	96	99	105	108	97	101	100	102
COc1ccc2c(c1)C(=O)/C(=C/c1cccnc1Cl)CC2	81	96	91	91	88	98	85	85
O=C(Cn1nnc2ccccc21)N/N=C/c1cc2ccccc2o1	101	98	99	110	88	110	95	108
COc1ccc(-c2c3c(cc4cc5ccccc5nc24)[C@H]2CC[C@]4(C)C(=O)CC[C@H]4[C@@H]2CC3)cc1	98	100	103	110	105	99	99	97
O=C(Cc1ccccc1)Nc1ccc(Br)cc1	97	86	100	111	68	92	86	107
O=c1c(O)cccn1CCCN(CCCn1cccc(O)c1=O)CCn1cccc(O)c1=O	85	44	64	43	26	48	52	47
CCOc1cccc(/C=C2\NC(=S)N(c3ccccc3)C2=O)c1O	85	86	94	115	81	103	96	97
Clc1ccc(C2(C3CCNCC3)CCCO2)cc1 (stereo not given)	94	101	104	103	89	109	85	104
CCCCN1C(=O)CC2CCOC21C (stereo not given)	107	98	111	108	112	108	101	96
CCCC1(CCC)c2ccccc2C(CCl)(OCC)c2ccccc21	97	94	95	100	81	86	91	69
CCCCN(CCCC)CCNc1ccc(C)c2sc3cc(C)ccc3c(=O)c12	98	93	109	98	89	99	96	86
C1Cc2onc(-c3noc4c3CCC4)c2C1	110	102	124	111	97	113	104	110
N#CC(C#N)=C(C#N)c1c[nH]c2ccccc12	85	93	91	108	83	96	80	80
N#CCC(C#N)N1CCOCC1 (stereo not given)	101	96	109	119	101	102	100	100
COc1ccc(C2=NN(C(C)=O)C(c3cn(Cc4ccc(Cl)cc4)c4ccccc34)C2)cc1 (stereo not given)	82	86	91	94	67	97	65	99
Clc1ccc(Nc2nnc(CNc3ccccc3)c3ccccc23)cc1	-6.5*	-69*	8.6*	15	8.5*	4.2*	20	5.8*
CC1=CC(C)=Nn2c(nc3sc4c(c3c2=O)CCN(C)C4)N1c1ccc(Cl)cc1	x	99	80	118	103	104	74	99
CC(=O)Nc1cc2c(cc1Cl)Cc1cc(Cl)ccc1-2	89	87	103	104	x	98	x	106
COc1cc2oc(-c3cccc(NC(=O)c4cc(NC(=O)[C@H](C)N)ccc4Br)c3)cc(=O)c2c(OC)c1OC	98	55	94	77	70	74	58	84
COc1cc(NS(C)(=O)=O)ccc1Cc1c2ccccc2nc2ccccc12	25	8.3*	104	51	26	51	-12*	10
CCOC(=O)c1c(C)oc(C)c(C(=O)OCC)c1=O	107&102	104&111	112&111	112&109	97&111	108&111	106&104	99
COc1ccccc1C1=NO[C@H](C(=O)Nc2ccc(C#N)cc2)C1	105	96	114	107	88	97	97	106
CCCCCCCCCCCC(=O)OCCN	96	101	130	118	92	102	83	108
Cc1cc2c(c(C#N)c1C)NC=NC2C (stereo not given)	91	103	97	121	105	107	107	98
O=C(/C=C/c1ccc(Cl)cc1Cl)c1ccc(Cl)c(Cl)c1	107	x	94	104	94	105	97	99
Cn1c(=O)c2c(nc(Nc3ccccc3)n2CCNC(=O)c2ccccc2)n(C)c1=O	103	102	87	118	90	113	93	103
C1=CCOC(c2ccccc2)OC1	99	99	118	110	112	103	107	97
CN1CCN(C(=S)SCC(=O)Nc2nc3ccc(Cl)cc3s2)CC1	94	92	x	105	x	108	89	116
CN1C(=S)N(C)C2C1NC(=O)N2/N=C/C=C/c1ccccc1 (stereo not given)	95	98	101	102	89	96	97	95
N#Cc1cnn(C(=O)c2ccccc2Br)c1NC(=O)c1ccc(Br)cc1	96	100	117	106	101	104	97	101
C=CCn1c(SCC(=O)Nc2ccc(Cl)cc2)nnc1-c1cc(-c2ccc(S(C)(=O)=O)cc2)nc2ccccc12	79	53	85	81	59	64	48	67
CC1=C(C)C(=O)C(Nc2ccccc2)=C(Cl)C1=O	90	x	85	106	90	102	100	96
COc1cccc(C(=O)O)c1OC	98	104	99	102	x	91	98	103
O=C(Nc1cncnc1Oc1cccc(C(F)(F)F)c1)c1ccccc1	95	94	109	118	93	112	89	114
O=C(Nc1nc(-c2ccc(F)cc2)cc(-c2ccc(Cl)cc2)n1)c1ccncc1	117	98	100	105	84	94	85	101
CN1CCN(/N=C/c2cn(-c3ccc(C(=O)O)cc3)nc2-c2ccccc2)CC1	113	101	96	119	106	107	104	94
C=CCNc1nc(O)c(/C=C2\C=Nc3ncccc32)s1	9.6*	2.0*	-8.4*	-2.4*	9.8*	21	13	25
O=C(Cn1cc(CN2C(=O)c3ccccc3S2(=O)=O)nn1)N1CCN(c2ccccc2)CC1	106	101	96	111	98	101	103	97
N#Cc1ncc(-c2ccc(C(F)(F)F)cc2)c(NC2CCCCCC2)n1	x	-6.5*	7.6*	37	13	8.7*	x	22
CC(=O)Nc1cccc(O)c1	107	100	101	115	103	103	94	109
COc1ccc(-c2cc(/C=C3\C(=O)Nc4cc(Cl)ccc43)[nH]n2)cc1	62	25	-0.4*	51	32	-37*	44	35
CC1=CC(=O)C(C(C)=Nc2cccc(Cl)c2)C(=O)O1 (stereo not given)	110	108	105	121	95	124	105	112
CCCCCCCCn1ccc2cc(NC(=O)CN3CCN(c4cc(C)nc(N5CCOCC5)n4)CC3)ccc21	104	97	101	103	86	98	77	88
CCCSc1nc(-c2ccc(F)cc2)cc(-c2ccco2)n1	103	103	113	115	101	102	100	106
N#C/C(=C/c1ccc(Cl)cc1)c1[nH]n2cc(-c3ccccc3)nc2c1C#N	109	95	115	122	94	108	110	109
C=C(C)c1ccc(C(=C)C)cc1	118	97	117	114	108	99	103	95
COc1ccc(N2C(=O)c3ccccc3[C@@H](C(=O)Nc3cccc(C)n3)[C@@H]2c2ccccc2)cc1	92	97	83	109	92	100	96	95
CC(C)(C)OC(=O)N1C/C(=C\c2ccccc2)C(=O)/C(=C/c2ccccc2)C1	91	108	94	107	84	102	93	98
COc1cc2oc(-c3cccc(NC(=O)c4ccccc4Br)c3)cc(=O)c2c(OC)c1OC	100	66	75	99	64	81	76	76

(cont.)
smiles	UACC-257	SK-MEL-5	SK-MEL-2	SK-MEL-28	UACC-62	MDA-MB-435	A549/ATCC	M14
CC(C)(N)c1cn(-c2cccc(Cl)c2)nn1	99	111	118	104	96	101	99	102
COc1ccc(/C=N/Nc2ccnc3c(OC)cccc23)c2cccnc12	104	106	112	107	116	111	89	100
CCOC(=O)c1csc2ncc(-c3ccc(Br)cc3)n12	113	81	89	102	86	112	110	97
CC1=CC(=C(c2ccc(N)cc2)c2ccc(N)cc2)C=CC1=N	8.3*	-26*	-28*!	46&29	-20*!	24&14	17&14	27
CN1CCN(c2ccc(NC(=O)c3cncnc3Nc3ccc(OCc4ccccn4)c(Cl)c3)cc2)CC1	39	47	22	-86*	-70*	-60*	26	-73*
c1cc[n+](Cc2c3ccccc3cc3c2ccc2ccccc23)cc1	x	-60*	25	-2.3*	11	51	64	62
Cc1oc(-c2ccc(Cl)cc2)nc1/C=C/C(=O)c1ccc(Br)cc1	100	99	103	99	76	101	86	102
O=C1C=CC(=O)N1c1ccc2c(c1)Cc1cc(Cl)ccc1-2	90	101	94	113	86	109	88	101
O=C(NNC(=S)Nc1ccccc1)c1ccc(Nc2ncnc3c2cnn3-c2cccc(Br)c2)cc1	114	100	105	110	95	105	112	100
CCC/C(=C\c1ccc(OCOC)c(OCOC)c1)C(=O)NC(Cc1ccccc1)C(O)C(=O)NCc1ccccc1 (stereo not given)	99	90	99	90	57	97	94	101
N#Cc1c(NC(=O)c2ccco2)[n+]([O-])c2cc(C(F)(F)F)ccc2[n+]1[O-]	91	140	100	111	101	109	104	101
O=C(O)CCC/C=C\C[C@H]1C=CC(=O)/C1=C/C[C@@H](O)CCc1cccc(C(F)(F)F)c1	-5.2*	-86*	-6.2*	-44*	-62*	-53*	-7.8*	-16*
CCCCOB(OCCCC)c1ccc(B(OCCCC)OCCCC)cc1	89	113	110	101	90	113	89	92
COc1ccc(-c2cn3ccnc3c(-c3ccc4c(c3)ncn4C3CCCCC3)n2)cc1	104	94	90	95	87	93	93	90
O=S(=O)(NCCCNc1nccc(-c2c(-c3cccc(F)c3)nc3sccn23)n1)c1ccc(Cl)cc1	103	41	80	92	40	53	69	66
C[C@H](CS)C(=O)N1CCC[C@H]1C(=O)O	112	101	114	114	112	105	106	107
Cc1ccc(N=Nc2c(O)c(C(=O)O)cc3ccccc23)c(S(=O)(=O)O)c1	107	94	105	105	102	104	107	92
Clc1ccc(-c2cnc3sc(NCc4ccccc4)nn23)cc1	104	89	100	87	63	76	73	91
c1cc(N2CCOCC2)nc(NCCCCNc2nc(N3CCOCC3)nc(N3CCOCC3)n2)n1	84	x	x	104	109	102	100	97
CC(=O)N1C(=S)NC(C)=C(C(=O)OCC(C)C)C1c1ccc2c(c1)OCO2 (stereo not given)	99	100	102	105	86	95	96	96
O=C1C(=O)c2ccccc2C(O)=C1CCCCCCCCCCO	105	66	83	100	60	99	105	92
Clc1ccc(-c2cc(-c3ccccc3)nc(N3CCN(CCCNc4ccnc5cc(Cl)ccc45)CC3)n2)cc1	39	33	12	-38*	51	-62*	44	-52*
CCN(CCCCCCN1CC(=O)N(CCCCCCN(CC)Cc2ccccc2OC)CC1=O)Cc1ccccc1OC	108	91	63	x	104	86	86	82
CCCc1n(Cc2ccc3ccccc3c2)c2ccccc2[n+]1Cc1ccc2ccccc2c1	-50*	-97*	x	-54*	-89*	-83*	-19*	-72*
CC/C(=N/NC(N)=O)c1ccc([N+](=O)[O-])o1	76	97	89	108	x	101	80	101
CCn1cnc2c1c(=O)[nH]c(=O)n2Cc1ccc(CNS(=O)(=O)c2ccc(OC3CCOCC3)c(F)c2)cc1	82	80	91	84	54	76	83	74
O=c1[nH]c(=S)[nH]cc1Sc1ccc(Cl)cc1	93	103	114	115	109	x	99	98
N#Cc1ccoc1	86	103	x	107	103	103	102	107
Cc1c[nH]c(=S)[nH]c1=S	87	101	104	119	99	101	90	100
COc1ccc(C2CC(c3ccc4c(c3)OCO4)=Nc3c(N)nc(N)nc3N2)cc1 (stereo not given)	104	35	101	99	68	11	90	85

Sorted by SMILES length (high to low): three of the compounds above
smiles	UACC-257	SK-MEL-5	SK-MEL-2	SK-MEL-28	UACC-62	MDA-MB-435	A549/ATCC	M14
CCN(CCCCCCN1CC(=O)N(CCCCCCN(CC)Cc2ccccc2OC)CC1=O)Cc1ccccc1OC	108	91	63	x	104	86	86	82
CCCc1n(Cc2ccc3ccccc3c2)c2ccccc2[n+]1Cc1ccc2ccccc2c1	-50*	-97*	x	-54*	-89*	-83*	-19*	-72*
CC/C(=N/NC(N)=O)c1ccc([N+](=O)[O-])o1	76	97	89	108	x	101	80	101

Further results follow:
smiles	UACC-257	SK-MEL-5	SK-MEL-2	SK-MEL-28	UACC-62	MDA-MB-435	A549/ATCC	M14
C1CCC2(CC1)NCCO2	94	x	106	116	91	102	97	94
CCCNc1ncnc2c1cnn2C1CCCCO1 (stereo not given)	100	x	126	115	104	101	90	105
Nc1ncnc2c1ncn2Cc1nnc(CCC(=O)c2nc3ncccc3[nH]2)o1	102	91	103	111	96	103	95	96
N#CSc1ccc(O)c2ccccc12	99	102	92	109	90	113	117	x
CSc1ccc2c(c1)N(CC(C)CN(C)C)c1ccccc1S2 (stereo not given)	73	90	86	77	100	91	71	90
O=C(O/C(=C/c1ccccc1)C(F)(F)F)c1ccccc1	101	102	103	116	100	107	101	107
CCCNc1cc(=S)nc(N)[nH]1	135	93	114	123	99	109	102	113
O=c1[nH]c(O)c(/C=C2\C=Nc3ccccc32)c(=O)[nH]1	95	90	141	110	91	97	105	95
O=C(O)C1C(c2ccccc2)=C1c1ccc(Br)cc1 (stereo not given)	120	108	103	103	104	x	105	100
Cc1ccc(NC(=O)Nc2ccc(F)c(C(=O)c3c[nH]c4ncccc34)c2F)cc1	107	98	96	100	75	98	99	94
N#CCCN(CCC#N)Cc1cc(-c2ccccc2)ccc1O	98	98	110	124	103	113	92	99
O=C1Nc2ccc(OC(F)(F)F)cc2C12Nc1ccccc1S2 (stereo not given)	84	77	88	101	74	84	71	87
COc1ccc(-c2oc(-c3ccc(OC)cc3)c3ccccc23)cc1	83	99	82	105	77	91	90	81

Some of the entries above in another layout:
CC1=CC(=C(c2ccc(N)cc2)c2ccc(N)cc2)C=CC1=N
  UACC-257: 8.3* | SK-MEL-5: -26* | SK-MEL-2: -28*! | SK-MEL-28: 46&29 | UACC-62: -20*! | MDA-MB-435: 24&14 | A549/ATCC: 17&14 | M14: 27

N#CCC(C#N)N1CCOCC1 (stereo not given)
  UACC-257: 101 | SK-MEL-5: 96 | SK-MEL-2: 109 | SK-MEL-28: 119 | UACC-62: 101 | MDA-MB-435: 102 | A549/ATCC: 100 | M14: 100

O=c1[nH]c(=S)[nH]cc1Sc1ccc(Cl)cc1
  UACC-257: 93 | SK-MEL-5: 103 | SK-MEL-2: 114 | SK-MEL-28: 115 | UACC-62: 109 | MDA-MB-435: x | A549/ATCC: 99 | M14: 98

O=C1C(=O)c2ccccc2C(O)=C1CCCCCCCCCCO
  UACC-257: 105 | SK-MEL-5: 66 | SK-MEL-2: 83 | SK-MEL-28: 100 | UACC-62: 60 | MDA-MB-435: 99 | A549/ATCC: 105 | M14: 92
